Source: PubChem BioAssay (National Center for Advancing Translational Sciences (NCATS))
RXFP1 antagonist – antagonists of human relaxin receptor RXFP1; Q9HBX9; 350,000 compounds, 0.59% hits; activity change, negative = inhibition, % at 57.5 µM; AID 1259400; HEK293-RXFP1, relaxin-stimulated cAMP HTRF, 30 min; stronger effect = lower value;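 active = activity change of -60% or lower, but not beyond a set lower limit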; also: % is scaled to controls: 0 for no effect and ±100 for the full control effect
D2 ag – D2 dopamine receptor (human) agonism. P14416. 340,000 compounds, 0.53% hits. activation, % at 2 µM. HEK293 T-REx D2 cells, calcium flux agonist mode;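 active = activation over 3 SD above normal in the single-dose calcium agonist read, cut at about 30% in these data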; also: 0% is about no effect
Target sequence (P14416 whole entry, looked up): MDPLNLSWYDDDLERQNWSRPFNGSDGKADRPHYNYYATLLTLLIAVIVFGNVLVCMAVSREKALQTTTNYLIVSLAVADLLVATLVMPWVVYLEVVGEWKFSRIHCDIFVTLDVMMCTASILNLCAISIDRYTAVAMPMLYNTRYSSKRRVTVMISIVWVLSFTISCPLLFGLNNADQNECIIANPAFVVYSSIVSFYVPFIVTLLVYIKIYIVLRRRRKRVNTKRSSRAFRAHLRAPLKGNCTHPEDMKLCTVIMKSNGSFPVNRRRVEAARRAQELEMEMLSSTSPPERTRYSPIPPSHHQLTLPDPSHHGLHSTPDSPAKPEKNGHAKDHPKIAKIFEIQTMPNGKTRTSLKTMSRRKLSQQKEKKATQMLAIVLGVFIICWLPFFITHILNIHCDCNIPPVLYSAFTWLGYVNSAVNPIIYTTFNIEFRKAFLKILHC
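Tetracycline-induced HEK293 Trex cells with D2 receptor force-coupled to calcium signaling, plated overnight at 30 C and loaded with no-wash calcium dye. Calcium flux read kinetically for 180 s after compound addition; responses flag agonists.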
TRHR ag – agonists of human TRH receptor; P34981; TRHR cells, calcium flux fluo-8, FDSS agonist mode; activation, % at 2 µM; 360,000 compounds, 0.18% hits; AID 493084; also: 0% is about no effect
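Agonist-mode FDSS calcium read (Ex 480/Em 530, 1 s cycles) in 1536-well TRHR cells with fluo-8 dye, after 10-cycle baseline and 23 nL compound addition; TRH at EC20 (10 nM final) added afterwards for the enhancer phase.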
D1 antagonist – antagonists of human D1 dopamine receptor; P21728; HEK293 TREx D1 cells, calcium flux, dopamine EC80; stronger effect = lower value; activity change, negative = inhibition, % at 10 µM; 360,000 compounds, 3.2% hits; AID 504652; in the data active = activity change below about -30%; also: % is scaled to controls: 0 for no effect and ±100 for the full control effect
Target sequence (P21728 whole entry, looked up): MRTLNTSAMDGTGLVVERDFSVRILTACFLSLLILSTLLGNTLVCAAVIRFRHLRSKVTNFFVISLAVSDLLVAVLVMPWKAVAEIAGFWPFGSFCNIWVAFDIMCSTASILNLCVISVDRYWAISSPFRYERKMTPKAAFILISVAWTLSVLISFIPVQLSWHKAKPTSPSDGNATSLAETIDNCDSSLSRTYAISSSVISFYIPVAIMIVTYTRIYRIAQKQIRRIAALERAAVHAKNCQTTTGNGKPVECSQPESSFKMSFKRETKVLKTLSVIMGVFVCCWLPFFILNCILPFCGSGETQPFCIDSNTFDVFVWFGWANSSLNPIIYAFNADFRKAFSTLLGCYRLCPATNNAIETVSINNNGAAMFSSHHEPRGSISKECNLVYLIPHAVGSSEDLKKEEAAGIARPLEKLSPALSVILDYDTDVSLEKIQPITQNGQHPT
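Cells carrying a force-coupled, tetracycline-inducible human D1 receptor report calcium flux. Each well gets a 10 s baseline, compound with 180 s monitoring, then an EC80 dopamine stimulus with a second 180 s kinetic read.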
TRHR enhancer – TRH receptor (human) allosteric enhancement | P34981 | TRHR cells, fluo-8 calcium fluorescence, EC20 TRH enhancement | enhancement, % at 2 µM | 360,000 compounds, 0.66% hits | AID 493056; in the data active = enhancement above about 30%; also: 0% is about no effect
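Enhancer read-out: after compound pinning and an initial kinetic agonist-mode read, an EC20 of TRH (10 nM final) was injected and fluo-8 calcium signal (Ex 480/Em 530) followed at 1 s/cycle for 100 cycles in TRHR-expressing cells.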
D2 antag – D2 dopamine receptor (human) antagonism; 340,000 compounds, 2% hits; HEK293 TREx D2 cells, calcium flux, dopamine EC80; inhibition, % at 10 µM; AID 485344; P14416; in the data active = inhibition above about 30%; also: 0% is about no effect
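HEK293 T-REx D2 cells, tet-induced, calcium dye no-wash. Cpd pintool add, 180 s kinetic, then EC80 DA, 180 s kinetic. Ca flux read.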
D1 ag – agonists of human D1 dopamine receptor; P21728; 360,000 compounds, 1% hits; HEK293 T-REx D1 cells, calcium flux, agonist mode; activation, % at 2 µM; also: 0% is about no effect
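Inducible HEK293 T-REx D1 cells, force-coupled to calcium signalling, were plated at 4000 cells/well with tetracycline and held overnight at 30 C. After no-wash calcium dye loading, compound-evoked calcium rise over 180 s flagged agonists.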
D1 PAM – human D1 dopamine receptor positive modulation; P21728; HEK293 TREx D1 cells, calcium flux, dopamine EC20 potentiation; potentiation, % at 10 µM; 360,000 compounds, 0.036% hits; in the data active = potentiation above about 30%; also: 0% is about no effect
D2 potentiator – D2 dopamine receptor (human) potentiation; P14416; HEK293 T-REx D2, calcium flux, EC20 dopamine potentiation; potentiation, % at 10 µM; 340,000 compounds, 0.34% hits; AID 485347;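 active = potentiation over 3 SD above the plate norm, cut at about 30% in these data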; also: 0% is about no effect
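Primary screen. Calcium kinetics in induced HEK293 T-REx D2 cells: compound pre-addition 180 s, EC20 dopamine, 180 s more.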
Numbers without * were called inactive; . = not tested or not shown. Rule as the data show it, unless noted: active = activation above about 30%; inactive = the rest.

SMILES	RXFP1 antagonist	D2 ag	TRHR ag	D1 antagonist	TRHR enhancer	D2 antag	D1 ag	D1 PAM	D2 potentiator
CCc1c(C)n([O-])c2c([n+]1=O)CCCCC2	5	-0.5	0.0	-6	-5	5	1	-5	-1
Cc1onc(-c2ccccc2Cl)c1C(=O)NCCCN1CCOCC1	3	1.3	0.4	12	-4	15	-1	2	7
Cc1ccc(S(=O)(=O)c2c(N)n(/N=C/c3ccco3)c3nc4ccccc4nc23)cc1	4	-0.4	0.3	-5	1	-5	2	-4	4
O=C(c1cccnc1)N1CCN(Cc2ccccc2Br)CC1	0	0.2	0.2	2	-7	-25	-1	1	-10
O=C(N/N=C\c1cc(Cl)ccc1O)c1ccc(S(=O)(=O)N2CCCCC2)cc1	-6	9.7	18	-5	-2	-1	29	-6	-15
O=C(c1cccnc1Cl)N(Cc1ccccc1)Cc1ccccc1	-2	2.1	-0.8	5	-1	8	0	-6	.
COc1c(C)cc(S(=O)(=O)NCCN2CCOCC2)c(C)c1C	-1	0.6	0.7	9	3	0	1	0	-4
Nc1nc(=S)c2ncn([C@@H]3O[C@H](CO)[C@@H](O)[C@H]3O)c2[nH]1	.	.	-0.1	1	1	.	-1	-2	.
COc1ccc(C(=O)N/N=C(\c2ccccc2)c2ccccn2)cc1	-7	0.1	0.2	-23	4	9	1	6	-4
Cc1cc(C(=O)NNC(=O)Nc2cccc(C(F)(F)F)c2)no1	-2	.	-0.5	-10	-5	.	1	-8	.
C=CCN(C(=O)c1csnn1)C(C(=O)NCc1ccc(F)cc1)c1cccs1 (stereo not drawn)	-11	0.2	0.3	4	-5	12	2	-7	2
CN(CC(=O)NCc1cccnc1)S(=O)(=O)c1cc(Cl)ccc1Cl	-9	-0.9	-0.1	-5	2	-13	9	0	13
CC(C)CN(c1ccccc1)S(=O)(=O)c1nnc(NC(=O)C2CCCCC2)s1	15	0.6	-0.4	-1	-6	.	24	-2	3
Cc1cc2ccc(C)c(C)c2nc1SCC#N	14	0.2	-0.1	-5	-3	-2	1	-2	-6
Cn1c(N)c(Sc2ccccc2[N+](=O)[O-])c(=O)n(C)c1=O	-23	1.0	0.3	8	0	-13	1	-7	17

The final two compounds of the part above lead into the next:
SMILES	RXFP1 antagonist	D2 ag	TRHR ag	D1 antagonist	TRHR enhancer	D2 antag	D1 ag	D1 PAM	D2 potentiator
Cc1cc2ccc(C)c(C)c2nc1SCC#N	14	0.2	-0.1	-5	-3	-2	1	-2	-6
Cn1c(N)c(Sc2ccccc2[N+](=O)[O-])c(=O)n(C)c1=O	-23	1.0	0.3	8	0	-13	1	-7	17
COc1ccccc1C(=O)Nc1cccc(NC(=O)c2ccccc2C)c1	2	-2.8	-1.9	33	-5	9	1	-3	12
COCc1ccc([C@@H]2C[C@H]3CN(Cc4ccccc4C)C(=O)[C@]34CCCN24)o1	-4	1.1	-0.5	-4	-7	-2	2	0	11
Cn1c(SCc2ccccc2)nnc1-c1ccc(O)cc1	9	-0.1	0.5	5	5	-3	9	-4	1
O=S(=O)(NCC1CCN(Cc2ccccc2)CC1)c1ccccc1C(F)(F)F	-1	1.2	1.2	-14	6	54*	11	-5	-25
CCc1ccc(S(=O)(=O)NCc2csc(C)n2)cc1	-1	-0.6	-0.2	5	-15	-5	0	-4	10
CCOc1ccccc1NS(=O)(=O)c1ccc2c(c1)N(C)CCO2	17	-0.3	-0.7	-6	11	-33	4	-2	6
O=C(CCCn1c(=O)c2cccn2c2cccnc21)NCc1ccccc1Br	2	0.4	-0.1	-2	12	.	0	-7	-1
Cc1ccccc1C(=O)Nc1ccc(S(=O)(=O)N2CCN(C)CC2)cc1	-14	1.5	0.7	-17	-2	-3	4	-2	.
Cc1ccc(NS(=O)(=O)c2ccc3c(c2)NC(=O)C(C)C(=O)N3)cc1F (stereo not drawn)	24	.	2.7	0	-7	.	9	-2	-4
OCCOc1ccc(CN2CCN(CCCc3ccccc3)C(CCO)C2)cc1 (stereo not drawn)	0	-0.1	0.5	15	14	10	2	2	-6
Cc1cccc(N2CCN(C(=O)c3ccccn3)CC2C)c1 (stereo not drawn)	3	-0.2	-2.3	-4	1	-12	1	-3	6
CCOC(=O)c1c(C)sc(-c2c(-c3cccc(Cl)c3)[nH]c3c2c(=O)n(C)c(=O)n3C)c1O	-7	-1.9	169*	-12	15	.	315*	15	19
NC(=S)Cc1nc(-c2ccccc2)cs1	-11	-0.2	2.2	10	5	1	8	12	6
O=C(O)CSc1nc2c(cnn2-c2ccccc2)c(=O)n1-c1ccc(Br)cc1	-12	-4.7	0.4	0	13	3	1	0	4
O=C(Nc1ccc(Oc2ccc(Br)cc2)cc1)C1=CC=CN2CCS(=O)(=O)N=C12	-7	0.0	1.2	-48*	3	9	10	-9	-4
COCCN(C(=O)c1cc(S(=O)(=O)N2CCCCC2)ccc1Cl)c1c(N)n(CC(C)C)c(=O)[nH]c1=O	5	0.6	0.3	20	8	-2	0	1	7
Cc1cc(S(=O)(=O)N2CCOCC2)ccc1OCC(=O)NCCCn1ccnc1	-2	3.7	0.7	2	0	16	0	8	.
COc1ccc(NS(=O)(=O)c2ccc(N3CCOCC3)c(NC(=O)c3ccco3)c2)cc1	6	-0.7	-0.9	-22	0	-22	-1	1	19
O=C(c1ccc([N+](=O)[O-])cc1)N1CCc2ccccc2C1	-9	-0.7	-0.1	-7	3	-2	1	-6	7
c1ccc(-c2ccccc2OCCOCCN2CCOCC2)cc1	-2	-1.6	-0.3	1	-6	11	4	-4	-11
COc1cc(C2NC(=O)NC(c3ccccc3)=C2C(C)=O)cc([N+](=O)[O-])c1O (stereo not drawn)	4	-0.2	-0.4	0	-5	2	6	3	-3
O=C(CCC(=O)N1CCCCCC1)Nc1ccc([N+](=O)[O-])cc1	3	-0.2	1.4	-17	1	7	3	-3	1
COc1ccc(OC)c(NC(=O)CSc2ccnc(=O)[nH]2)c1	.	.	0.1	.	-1	.	-2	4	-1
CCC(=O)N1c2ccc(S(=O)(=O)CCC(=O)NCc3cccs3)cc2CC1C (stereo not drawn)	4	1.4	-1.2	1	-1	-3	2	-2	7
C=CCn1c(SCC(=O)Nc2ccc(NC(=O)c3ccco3)c(OC)c2)nnc1-c1ccncc1	-11	-0.3	0.3	3	4	0	1	8	-4
Cc1ccccc1CNC(=O)C1=Cc2ccccc2OC1	3	-0.9	-0.3	-14	-5	.	5	-2	-3
COc1ccc(NC(=O)CSc2nc3ccccc3n2CC(=O)N(C)C2CCCCC2)cc1	-1	0.8	-0.7	11	0	.	1	1	2
COc1ccc(CCNS(=O)(=O)c2ccc(-n3cnnn3)cc2)cc1OC	-7	-0.8	-0.3	-11	-8	12	2	-5	-3
CC1Sc2ccc(S(=O)(=O)NCc3ccccc3)cc2NC1=O (stereo not drawn)	19	1.6	1.1	1	4	-4	6	-2	-5
CCc1c(C)nc(N)nc1Cl	12	.	2.0	-1	10	.	5	-4	.

Full records, quoted from the list. Values in the order: RXFP1 antagonist	D2 ag	TRHR ag	D1 antagonist	TRHR enhancer	D2 antag	D1 ag	D1 PAM	D2 potentiator
Entry for CCc1c(C)nc(N)nc1Cl : 12	.	2.0	-1	10	.	5	-4	.
Entry for CCC(=O)N1c2ccc(S(=O)(=O)CCC(=O)NCc3cccs3)cc2CC1C (stereo not drawn) : 4	1.4	-1.2	1	-1	-3	2	-2	7
Entry for COc1ccc(NS(=O)(=O)c2ccc(N3CCOCC3)c(NC(=O)c3ccco3)c2)cc1 : 6	-0.7	-0.9	-22	0	-22	-1	1	19

Next structures follow.
SMILES	RXFP1 antagonist	D2 ag	TRHR ag	D1 antagonist	TRHR enhancer	D2 antag	D1 ag	D1 PAM	D2 potentiator
CCC(C)NCC(=O)Nc1ccc(-c2nc3cc(NC(=O)CNC(C)CC)ccc3o2)cc1 (stereo not drawn)	6	-0.8	0.3	-2	2	11	0	-5	1
CCOC(=O)c1[nH]c(C)c(C)c1C	-18	0.4	0.9	19	-4	-20	1	0	-8
COc1ccc2[nH]c3c(NCCCN4CCCC4=O)ncnc3c2c1	-1	-0.4	0.0	-2	-2	-15	1	10	4
CCc1cccc(NC(=O)c2ccc3c(c2)N(Cc2cccc(Cl)c2)C(=O)c2ccccc2S3=O)c1 (stereo not drawn)	-3	0.0	0.9	13	6	.	4	-3	0
COc1ccc(S(=O)(=O)Nc2cc(C)on2)cc1	3	-0.1	0.3	-3	-2	1	2	-3	-3
O=C(/C=C/c1ccccc1)NC(=S)NNC(=O)c1cnccn1	-15	.	-0.3	32	4	.	2	8	.
CCOc1ccc2nc(NC(=S)NCc3ccccc3)sc2c1	12	0.1	0.2	5	-1	23	0	-5	7
O=C(NNc1ccc([N+](=O)[O-])cc1)c1ccccc1F	-11	0.6	1.3	-9	-1	5	4	-6	6
Cc1ccc(C2(C)NC(=O)N(CC(=O)Nc3ccc(-c4nc5ccc(C)cc5s4)cc3)C2=O)cc1 (stereo not drawn)	1	1.2	0.7	-18	7	-7	4	-2	-3
N#CC1c2ccccc2C=CN1C(=O)c1ccccc1 (stereo not drawn)	2	0.3	-1.3	-2	1	-10	4	-11	1
CCOC(=O)c1sc2nc(N3CCOCC3)c3c(c2c1N)CCN(C)C3	.	1.1	0.0	11	-4	-12	3	12	-21
Cc1cc(C)c(O)c(-c2cc(C(=O)NCCc3ccc(S(N)(=O)=O)cc3)[nH]n2)c1	-17	-0.9	0.0	-7	7	-17	4	-10	-10
COc1cc(/C=N/NC(=O)COc2ccccc2C)ccc1OC(=O)c1cccs1	-4	0.1	-0.2	-15	-1	12	0	8	0
CC1CCCCN1S(=O)(=O)c1ccc(NC(=O)CSc2nnnn2C)cc1 (stereo not drawn)	0	0.2	0.0	-5	-1	14	2	-6	-9
CCN1CCN(CCC(=O)Nc2ccccc2OC)CC1	0	-0.8	-0.1	1	-4	-5	2	-3	1
Cc1nc2ccccc2c(=O)n1NC(=O)CCC(=O)O	-4	.	0.5	.	4	.	-2	-3	.
COc1cc(C(C#N)N2CCC(c3ccccc3)=N2)ccc1O (stereo not drawn)	-20	0.0	0.2	11	-3	-1	2	3	3
COCCCNC(=O)Cn1c(=O)n(-c2ccc(C)c(C)c2)c(=O)c2c3c(sc21)CCCCC3	.	-0.9	0.7	-19	-6	.	-2	-1	5
Cc1ccc(C)c(S(=O)(=O)N2CCCOC2CNC(=O)C(=O)NCc2ccccc2)c1 (stereo not drawn)	-5	-0.9	-0.3	11	15	7	3	-7	-2
CC1(C)Oc2ccc3ccc(=O)oc3c2/C(=C/Nc2ccc(O)cc2)C1=O	-2	0.7	0.0	-6	3	-11	2	-1	8
O=C(c1ccco1)N(Cc1cccnc1)c1nc2c(F)cc(F)cc2s1	-14	1.1	0.3	.	-10	.	-2	-1	-9

Limited to TRHR enhancer, for five of the compounds above:
SMILES,TRHR enhancer
O=C(c1ccco1)N(Cc1cccnc1)c1nc2c(F)cc(F)cc2s1,-10
COc1cc(C(C#N)N2CCC(c3ccccc3)=N2)ccc1O (stereo not drawn),-3
Cc1nc2ccccc2c(=O)n1NC(=O)CCC(=O)O,4
CC1(C)Oc2ccc3ccc(=O)oc3c2/C(=C/Nc2ccc(O)cc2)C1=O,3
COCCCNC(=O)Cn1c(=O)n(-c2ccc(C)c(C)c2)c(=O)c2c3c(sc21)CCCCC3,-6
